Screening results: PubChem, National Center for Advancing Translational Sciences (NCATS)
Glioma ERSR ind: qHTS for Inducers of the Endoplasmic Reticulum Stress Response (ERSR) in Human Glioma: qHTS; U87-MG GRP78 promoter luciferase reporter, 16 h; Potency, µM, inactives show at the highest dose activation, hits mostly activators; 420,000 tested, 0.02% active; also: potency is read from the fitted curve at half-maximal effect; series mostly up to about 76 µM; % of control where 0% means no effect; nearly all actives have a fitted effect of over 35% in size
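Stably transfected U87-MG glioma cells carrying a GRP78-based luciferase sensor; 16 h compound incubation. Luminescence end-point read 10 min after Bright-Glo addition at room temperature.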
Anesthetic bind: qHTS Assay for Identification of Novel General Anesthetics. apoferritin/1-aminoanthracene competitive binding, fluorescence. Ferritin light chain (Equus caballus), P02791. 350,000 tested, 0.074% active. Potency, µM (top dose mostly 77.5 µM), inactives show at the top dose activity change, negative = displacement, hits mostly inhibitors; also: potency is read from the fitted curve at half-maximal effect; % is scaled to controls: 0 for no effect and ±100 for the full control effect; nearly all actives have a fitted effect of over 20% in size
Target sequence (P02791 2-175 limits assumed): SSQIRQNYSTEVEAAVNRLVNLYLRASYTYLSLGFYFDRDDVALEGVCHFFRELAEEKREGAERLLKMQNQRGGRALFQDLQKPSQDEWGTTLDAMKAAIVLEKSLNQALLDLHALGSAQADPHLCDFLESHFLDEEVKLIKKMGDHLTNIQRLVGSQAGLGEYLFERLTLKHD
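Probe: 1-aminoanthracene (50% saturated, PBS). Protein: horse-spleen apoferritin, 10 uM. Incubation: 10 min, room temperature. Detection: 380 nm excitation, 535 nm emission. Analysis: normalized response, four-parameter Hill.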
BLM inh: qHTS Assay for Inhibitors of Bloom's syndrome helicase (BLM). recombinant BLM DNA unwinding, fluorescence dequenching. 350,000 tested, 0.2% active. Potency, µM (doses to about 56.1 µM), inactives show top-dose activity change, negative = inhibition, hits mostly inhibitors. RecQ-like DNA helicase BLM (Homo sapiens), P54132. AID 2528, 2010;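 also: potency is read from the fitted curve at half-maximal effect; plate controls were vehicle for no effect and no enzyme for full effect; nearly all actives have a fitted effect of over 35% in size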
Pol eta inh: qHTS for Inhibitors of Polymerase Eta; recombinant Pol eta, fluorescent DNA replication assay; Potency, µM (highest dose often 114 µM), inactives show top-dose activity change, negative = inhibition, usual class: inhibitors; DNA polymerase eta (Homo sapiens), Q9Y253; 390,000 tested, 1.2% active; also: potency is read from the fitted curve at half-maximal effect; % is scaled to controls: 0 for no effect and ±100 for the full control effect
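Pol eta (10 nM) was preincubated with compounds for 15 min at room temperature, after which fluorescent replication substrate (50 nM final) was added to start the reaction. Fluorescence was read kinetically at 0 and 10 min.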
LDHA block: qHTS assay for inhibitors of human lactate dehydrogenase | L-lactate dehydrogenase A chain (Homo sapiens), P00338 | purified LDHA, NADH/diaphorase-resazurin fluorescence; active compounds read low | activity change, % (values are at about 110 or 230 µM) | 480,000 tested, 0.15% active; in the data active = activity change below about -30%; inconclusive = mostly about -25% to -30%;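 also: plate controls were DMSO wells for no effect and wells without enzyme for full effect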
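Human LDH5 (2 nM) was incubated with 0.06 mM NADH and 0.2 mM pyruvate for 5 min at room temperature in Tris pH 7.4. Remaining NADH was coupled through diaphorase/resazurin, and resorufin fluorescence was read at 0 and 20 min.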
APE1 inh: qHTS Assay for Inhibitors of the Human Apurinic/apyrimidinic Endonuclease 1 (APE1); Potency, µM (titrated, usually from 65.8 µM), inactives show at the top dose activity change, negative = inhibition, hits mostly inhibitors; DNA repair nuclease/redox regulator APEX1 (Homo sapiens), P27695; 350,000 tested, 0.35% active; recombinant APE1, TAMRA/BHQ-2 abasic DNA cleavage fluorescence;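 also: potency is read from the fitted curve at half-maximal effect; plate controls were vehicle for no effect and reference inhibitor for full effect; nearly all actives have a fitted effect of over 55% in size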
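Readout is kinetic fluorescence (ex 525, em 598 nm) from cleavage of 50 nM TAMRA/BHQ-2 THF abasic duplex by 0.75 nM APE1, compound added 15 min beforehand at RT.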
Pol beta inh: qHTS Assay for Inhibitors of DNA Polymerase Beta. P06746. Pol beta primer extension/strand displacement, fluorescence kinetic. Potency, µM (series often up to 114 µM), inactives show at the top dose activity change, negative = inhibition, hits mostly inhibitors. 340,000 tested, 1.3% active; also: potency is read from the fitted curve at half-maximal effect; % is scaled to controls: 0 for no effect and ±100 for the full control effect
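Reaction started by 50 nM substrate onto compound-treated Pol beta (10 nM, 15 min preincubation, room temperature); plates read at 0 min and 10 min. Normalized concentration-effect data fitted by four-parameter Hill equation.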
Pol kappa inh: qHTS for Inhibitors of Polymerase Kappa. DNA polymerase kappa (Homo sapiens), Q9UBT6. purified Pol kappa, fluorescent DNA synthesis assay, 10 min. Potency, µM (top dose mostly 107 µM), for inactives: at the top dose activity, negative = inhibition, hits mostly inhibitors. 400,000 tested, 0.53% active. AID 588579, 2011; also: potency is read from the fitted curve at half-maximal effect; % is scaled to controls: 0 for no effect and ±100 for the full control effect
Target sequence (Q9UBT6 whole entry, looked up): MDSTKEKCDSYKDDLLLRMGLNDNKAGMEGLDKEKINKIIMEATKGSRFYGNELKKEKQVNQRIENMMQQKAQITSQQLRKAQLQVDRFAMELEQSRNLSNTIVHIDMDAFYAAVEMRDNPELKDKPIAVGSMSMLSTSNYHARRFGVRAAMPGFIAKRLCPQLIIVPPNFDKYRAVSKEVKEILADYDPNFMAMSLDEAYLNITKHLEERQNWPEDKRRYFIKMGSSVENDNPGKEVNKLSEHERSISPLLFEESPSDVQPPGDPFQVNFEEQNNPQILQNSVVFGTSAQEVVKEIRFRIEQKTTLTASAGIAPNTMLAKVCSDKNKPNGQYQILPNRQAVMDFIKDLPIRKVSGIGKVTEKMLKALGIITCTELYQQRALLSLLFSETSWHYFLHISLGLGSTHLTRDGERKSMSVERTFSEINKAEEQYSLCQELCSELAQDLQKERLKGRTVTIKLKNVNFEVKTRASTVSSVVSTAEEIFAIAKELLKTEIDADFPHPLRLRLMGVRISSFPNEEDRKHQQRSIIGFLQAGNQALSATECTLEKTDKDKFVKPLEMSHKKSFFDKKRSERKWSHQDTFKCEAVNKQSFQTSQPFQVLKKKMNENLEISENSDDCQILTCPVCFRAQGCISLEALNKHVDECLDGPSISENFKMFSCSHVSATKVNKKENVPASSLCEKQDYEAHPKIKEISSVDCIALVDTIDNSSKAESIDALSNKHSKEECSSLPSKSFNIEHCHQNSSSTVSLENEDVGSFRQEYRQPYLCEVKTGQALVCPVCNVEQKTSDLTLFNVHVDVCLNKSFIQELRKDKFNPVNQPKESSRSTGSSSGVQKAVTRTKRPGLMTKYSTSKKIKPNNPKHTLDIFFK
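Fluorescent qHTS in 1536-well format: enzyme (10 nM) and compound sat 15 min at room temperature before 50 nM substrate (final) was added. Signal taken at 0 and 10 min; no-enzyme buffer wells were negative controls.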
Pol iota inh: qHTS for Inhibitors of Polymerase Iota; DNA polymerase iota (Homo sapiens), Q9UNA4; Potency, µM (doses to about 115 µM), without a hit: top-dose activity, negative = inhibition, actives largely listed as inhibitors; Pol iota fluorescent replication assay, 10 min; 390,000 tested, 1% active; also: potency is read from the fitted curve at half-maximal effect
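Pol iota at 10 nM preincubated 15 min with compounds at room temperature; reaction started with fluorescent substrate, 50 nM final. Fluorescence read kinetically at 0 and 10 min; buffer-only wells as negative control.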
Active calls of the source: *; u = inconclusive; x = not tested or not shown; & = joins results of further samples; [ ] = another dose, or the depositor's remark. Unless noted, calls follow the shape of the dose curve; as a rule, active = well fitted curve in the direction sought with a large enough effect; inconclusive = small, poorly fitted or top-dose-only effect, or another doubt; inactive = no such curve, though single readings can be large; an effect the other way counts as inactive or inconclusive.

SMILES	Glioma ERSR ind	Anesthetic bind	BLM inh	Pol eta inh	LDHA block	APE1 inh	Pol beta inh	Pol kappa inh	Pol iota inh
CCCCSCc1[nH]c(=O)[nH]c1C(=O)CCCCC(=O)OCC	-4%	1%	-1%	10%	-1	1%	2%	-12%	9%
COCc1nnc(SCC(=O)NC(C)c2ccccc2)n1-c1ccccc1 (stereo unspecified)	-4%	1%	4%	-13%	-6	-1%	0%	3%	13%
CCc1cccc(NC(=O)CCS(=O)(=O)c2ccc3nc(C)sc3c2)c1	-3%	-3%	-3%	-5%	0	x	2%	-2%	-4%
Cc1ccc(-c2onc(C)c2C)cc1S(=O)(=O)N1CCc2ccccc21	2%	122%[activator]	-2%	-19%	1	x	-1%	-19%	-1%
Cc1cc(-c2nnc3sc(-c4ccc(Cl)cc4Cl)nn23)n[nH]1	-2%	1%	-2%	-2%	-3	0%	1%	-9%	-11%
CC(Oc1ccc2c3c(c(=O)oc2c1)CCCC3)C(=O)NCc1ccccn1 (stereo unspecified)	-2%	-22%	-1%	4%	-3	-9%	5%	-7%	27%
Cc1ccc(C)c(S(=O)(=O)N2CCN(C(=O)CSc3ccccc3)CC2)c1	-5%	-8%	-7%	-14%	-1	-1%	44%	-6%	18%
C/C(=N\NC(=O)c1ccc(F)cc1)c1ccccn1	-1%	-15%	-5%	-17%	-2	4%	6%	-1%	85%[activator]
CCOc1ccc(NS(=O)(=O)c2ccc(NS(=O)(=O)c3ccccc3)cc2)cc1	-2%	u	-1%	-5%	-1	-7%	-30%	-32%	0%
CCn1c(-c2cc(Cl)ccc2OC)n[nH]c1=S	-5%	-16%	0%	-14%	-7	23%	29%	-4%	16%
COc1ccc(-c2nc3n(c2C)Cc2ccccc2-3)cc1	2%	-15%	2%	-23%	-1	0%	25%	-8%	34%[activator]
CC(CCc1ccccc1)NC(=O)C(=O)NCCO (stereo unspecified)	-2%	-6%	2%	-8%	-18	-3%	29%	-6%	32%[activator]
CC(OC(=O)Cn1[nH]c(=O)c2ccccc2c1=O)C(=O)Nc1ccc(F)cc1Cl (stereo unspecified)	-4%	x	x	-9%	1&4	39%	x	-4%	2%
CN1CCN(C(=O)c2ccccc2-c2ccccc2C(=O)O)CC1	-3%	-5%	-2%	-5%	-8	3%	0%	-11%	9%
COc1cc(/C=C/C(=O)OCC(=O)NCCC2=CCCCC2)cc(OC)c1OC	-4%	x	x	-23%	-2	19%	x	-5%	82%[activator]
O=C(c1ccc(Oc2ccc(Cl)cc2)c([N+](=O)[O-])c1)N1CCCC1	-1%	-23%	-3%	2%	-6	63%	-5%	-10%[60.1 µM]	-2%
CSc1nc(N2CCOCC2)c2c3c(sc2n1)CCC3	-2%	3%	-9%	u	-5	u	u	-7%	u
COc1ccc(N2CCN(CC(=O)c3c[nH]c4ccccc34)CC2)cc1	-5%	-5%	-1%	-6%	-2	3%	-2%	0%	-13%[58.9 µM]
COc1ccc(N2CCN(C(=O)C3CCCN(S(=O)(=O)c4c(C)noc4C)C3)CC2)cc1 (stereo unspecified)	-4%	-18%	-2%	-9%	0	20%	u	0%	31%[activator]
COc1ccc(S(=O)(=O)NCCNC(=O)N2CCOCC2)cc1	-1%	-3%	-1%	9%	-4	9%	1%	0%	-29%
O=C1NC(NS(=O)(=O)c2ccccc2)(C(F)(F)F)C(=O)N1CCc1ccccc1 (stereo unspecified)	3%&-2%	-7%&-7%	-3%&-3%	-15%&-21%	-6&-9	9%	0%&16%	-11%&-13%	21%&-27%
Nc1nc(CSCCO)nc(Nc2ccc(F)cc2)n1	-1%	0%	-2%	-8%	-7	2%	8%	1%	8%
C=CCNC(=O)c1ccc(Cl)cc1Cl	2%	-10%	1%	-13%	2	1%	u	12%	-1%
COc1ccc(NS(=O)(=O)c2cc(NC(=O)CNC(=O)c3cccc(OC)c3)ccc2C)cc1	-6%	5%	-7%	-22%	-9	0%	2%	-9%	3%
CN(CCCC(=O)Nc1nccs1)S(=O)(=O)c1ccc(Cl)cc1	-3%	1%	-2%	2%	-2	5%	0%	-3%	10%

Next part; it opens with the three that closed the last part.
SMILES	Glioma ERSR ind	Anesthetic bind	BLM inh	Pol eta inh	LDHA block	APE1 inh	Pol beta inh	Pol kappa inh	Pol iota inh
C=CCNC(=O)c1ccc(Cl)cc1Cl	2%	-10%	1%	-13%	2	1%	u	12%	-1%
COc1ccc(NS(=O)(=O)c2cc(NC(=O)CNC(=O)c3cccc(OC)c3)ccc2C)cc1	-6%	5%	-7%	-22%	-9	0%	2%	-9%	3%
CN(CCCC(=O)Nc1nccs1)S(=O)(=O)c1ccc(Cl)cc1	-3%	1%	-2%	2%	-2	5%	0%	-3%	10%
OCC1(CCCc2ccccc2)CCN(Cc2ccc(F)cc2)CC1	-3%	-12%	0%	-12%	1	5%	4%	-8%	65%[activator]
COc1ccc(SCCN2CC[C@@H](O)CCC2=O)cc1	-3%&-1%	x	x	7%	-4	13%	x	0%&-11%	-11%&-13%
COc1ccc(CCN2CC(C(=O)OCC(=O)Nc3c(C)nn(-c4ccccc4)c3C)CC2=O)cc1OC (stereo unspecified)	-1%	x	x	-5%	-5	-5%	x	-10%	-4%
Cc1cc(C)c2nc(SCC(=O)NNC(=O)c3ccco3)c(C)cc2c1	-5%	u	-4%	-6%	-3	2%	-15%	-8%	32%[activator]
CCC(C)NC(=O)CSc1nc2ccccc2c(=O)n1CCCC(=O)NCC1CCCO1 (stereo unspecified)	-6%	-2%	1%	-11%	-3	0%	24%	6%	-8%
CC(C)(C)c1ccc(OCCC(=O)NNC(=O)c2ccncc2)cc1	0%	x	x	-2%	-1	1%	x	-22%	13%
Cc1ccccc1NC(=O)C1(NC(=O)c2cccc(N3C(=O)CSC3c3ccccc3)c2)CCCCC1 (stereo unspecified)	-1%	-18%	-6%	6%	-7	-2%	14%	-9%	3%
Cc1cc(C)c(NC(=O)CSC2=Nc3ccccc3C3=NC(CC(=O)NCc4cccs4)C(=O)N23)c(C)c1 (stereo unspecified)	-6%	-19%	-7%	-8%	-7	x	16%	-3%	31%[activator]
COc1ccc(Nc2ncnc3c2cnn3-c2ccc(C)cc2C)cc1	0%	4%	-3%	-16%	-1	x	1%	-9%[60.1 µM]	7%
CCCCc1nc2cc(C(=O)N3CCCCC3C(=O)OC)ccc2o1 (stereo unspecified)	9%	-11%	1%	-17%	-2	15%	6%	-2%	55%[activator]
COc1cc(CCNC(=O)CCCn2c(=O)c3cccn3c3cccnc32)cc(OC)c1OC	-7%	-13%	4%	-18%	0	-1%	0%	-6%	14%
COC(=O)[C@@H]1CCCN1Cc1c(C(=O)N2CCCCC2)nc2c(C)cccn12	-1%	-6%	-3%	-6%	-5	-2%	0%	-4%	27%
CCCCn1c(N)c(N(CCOC)C(=O)C2CCN(C(=O)c3ccccc3C)CC2)c(=O)[nH]c1=O	1%	x	x	-16%	-2	4%	x	-1%	2%
Cc1cc(NS(=O)(=O)c2ccc(NC(=O)c3ccccc3C)cc2)no1	3%	-2%	-2%	1%	-6	-10%	64%	-3%	87%[activator]
COc1ccc(-c2nc(CS(=O)CC(=O)NCCCN3CCCC3)c(C)o2)cc1OC (stereo unspecified)	-4%	-12%	-5%	4%	-4	4%	14%	-12%	12%
COCc1c(Br)c(C)nc(OCC(=O)N/N=C/c2ccc(C)o2)c1C#N	-3%	-18%	-6%	-17%	-4	0%	17%	-1%	0%
O=C(Cn1nc(C(F)(F)F)c2c1CCC2)N1CCN(c2ccccc2)CC1	-1%	u	-2%	-15%	-7	1%	2%	0%	6%
CC(NCC(c1ccco1)N1CCCCC1)C(=O)NC1CCCC1 (stereo unspecified)	-4%	-6%	-3%	-16%	-1	-10%	-7%	-10%	57%[activator]
CC1(C)CC(=O)C2=C(C1)c1c(ccc3ccccc13)NC2c1ccc(Br)o1 (stereo unspecified)	-5%	3%	-11%	-18%	-5	-4%	-10%	-9%	3%
CN(C(=O)c1ccc2c(=O)n3c(nc2c1)CCCCC3)c1ccccc1Cl	1%	-10%	1%	-22%	-10	-5%	8%	4%	35%[activator]
COCCNC(=O)COC(=O)c1[nH]c(C)c(C(C)=O)c1C	-2%	-6%	0%	-10%	-8	13%	-12%	-9%	14%
CCn1cc(C(=O)NCCCOC)c(=O)c2cc(S(=O)(=O)N(C)C3CCCCC3)ccc21	-4%	8%	-1%	-19%	6	-5%	4%	9%	-11%
Clc1ccc(Nc2nc(-c3cccs3)cs2)nc1	2%	-10%	-16%	-21%	-3	-1%	2%	-10%	-14%
Cc1nc(SC(C)C)[nH]c(=O)c1Cc1ccccc1	-2%	u	-3%	5%	-1	-1%	-12%	-4%	10%
COc1cc(OC)c2c(c1)OC(c1ccccc1)CC2=O (stereo unspecified)	-1%	x	0%	x	x	-3%	x	-9%[19.4 µM]	x
COc1ccc2nccc(/C=C/c3ccnc4ccc(OC)cc34)c2c1	3%	23%	-3%	3%	4	-2%	2%	-20%	117%[activator]
CC(=O)NC(=S)Nc1cccc(S(=O)(=O)NC2=NCCC2)c1	-2%	-2%	1%	-8%	-2	1%	-27%	-4%	-9%
CCc1ccc(OCC(=O)N/N=C(\C)c2ccc(O)cc2O)cc1	-2%	-23%	-5%	-4%	4	-1%	-23%	-12%	22%
COc1cc(-c2nc3cnccn3c2Nc2ccc3c(c2)OCCO3)ccc1O	-2%	-4%	1%	1%	2	-5%	13%	-12%	4%
O=C(NCc1ccco1)/C(=C\C=C\c1ccccc1)NC(=O)c1ccco1	-3%	-16%	-7%	-25%	-4	1%	-10%	-19%	30%

An excerpt. The share of hits here may be higher or lower than overall.
